Assay outcomes from PubChem.
FH mod = Identification of activators of human fumarate hydratase by quantitative high-throughput screening. Fumarate hydratase, mitochondrial (Homo sapiens), P07954. FH coupled MDH/diaphorase resazurin fluorescence, 15 min. Potency, µM (series often up to 79.9 µM), for the others: at the highest dose activity change, negative = inhibition, hits mostly inhibitors. actives 0.22% (n = 54,000); also: potency is read from the fitted curve at half-maximal effect; % is scaled to controls: 0 for no effect and ±100 for the full control effect; the screen sought activators but most active calls are inhibition curves; nearly all actives have a fitted effect of over 45% in size
GALK inhibitor = inhibits human galactokinase; P51570; recombinant GALK, Kinase-Glo ATP luminescence, 1 h; Potency, µM (series often up to 57.5 µM), for inactives: top-dose activity, negative = inhibition, most hits filed as inhibitors; 44,000 tested, under 10 active; AID 1347072;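 also: plate controls were full GALK reaction for no effect and reaction lacking GALK for full effect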
Target sequence (P51570 whole entry, looked up): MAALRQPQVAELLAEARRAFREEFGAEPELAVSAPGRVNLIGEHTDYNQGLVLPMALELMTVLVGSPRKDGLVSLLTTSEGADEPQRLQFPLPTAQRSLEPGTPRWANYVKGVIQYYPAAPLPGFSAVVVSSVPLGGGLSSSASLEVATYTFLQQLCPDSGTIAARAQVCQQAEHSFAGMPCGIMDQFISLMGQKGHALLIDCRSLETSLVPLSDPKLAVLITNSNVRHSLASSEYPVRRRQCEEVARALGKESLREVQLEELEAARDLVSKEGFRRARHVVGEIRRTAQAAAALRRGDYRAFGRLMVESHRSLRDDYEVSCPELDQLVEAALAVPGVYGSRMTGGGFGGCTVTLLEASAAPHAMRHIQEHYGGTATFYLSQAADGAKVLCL
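Human GALK (5 nM) was incubated with 35 uM ATP and 100 uM galactose in 20 mM HEPES pH 8.0 with MgCl2, NaCl, DTT and BSA for 1 h at room temperature. Remaining ATP was measured by Kinase-Glo Plus luminescence.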
p53null 32C kill = p53 null cell cytotoxicity, permissive temperature. H1299-neo p53 null cells, ATP luminescence, 24 h, 32C. Potency, µM (highest dose often 46.1 µM), inactives show at the highest dose activity change, negative = cytotoxicity, most hits filed as cytotoxic. actives 0.62% (n = 55,000). AID 903;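 also: potency is read from the fitted curve at half-maximal effect; 0% = DMSO only and -100% = full killing by 100 µM tamoxifen; nearly all actives have a fitted effect of over 55% in size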
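H1299-neo (p53 null) cells, 600/well, treated 24 h at 32C with compound up to 46 uM; ATPlite luminescence viability, normalized to DMSO and 100 uM tamoxifen; AC50 by Hill fit.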
p53null 39C kill = selectivity test: cytotoxicity in p53 null cells, nonpermissive temperature; H1299 p53-null (neo) cells, 39C, ATPlite viability, 24 h; Potency, µM (series often up to 46.1 µM), for the others: at the top dose activity, negative = cell killing, usual class: cytotoxic; actives 0.97% (n = 55,000);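 also: potency is read from the fitted curve at half-maximal effect; 0% = DMSO only and -100% = full killing by 100 µM tamoxifen; nearly all actives have a fitted effect of over 50% in size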
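ATP-luminescence viability readout (ATPlite, 20 min RT) after 24 hr compound treatment at 39C of H1299-neo or H1299-p53A138V cells; titration up to 46 uM; normalized to DMSO and 100 uM tamoxifen; Hill-fit AC50.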
TSG101-PTAP inh = blocks PTAP binding to human TSG101, validation | AID 1347069 | Potency, µM (top dose mostly 115 µM), inactives show at the top dose activity change, negative = inhibition, most hits filed as inhibitors | 44,000 tested, under 10 active | Q99816 | Fluorescence polarization, FITC-PTAP peptide/Tsg101, 20 min; also: potency is read from the fitted curve at half-maximal effect; 0% is about no effect
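qHTS FP binding, 20 min r.t.: 10 uM Tsg101 domain + 50 nM FITC-PTAP peptide, pH 7.5 HEPES buffer with TCEP and EDTA.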
B2AR arrestin ag = agonists recruiting beta-arrestin to human beta2-adrenergic receptor. AID 1347077. P07550. Potency, µM (doses to about 46.1 µM), for the others: at the top dose activation, actives largely listed as activators. 44,000 tested, under 10 active. HTLA Tango cells, beta-arrestin recruitment, luciferase luminescence, 18 h;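 also: potency is read from the fitted curve at half-maximal effect; 0% = DMSO and full agonism = EC100 isoproterenol or metaproterenol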
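Ligand-induced beta-arrestin recruitment to recombinant beta2-AR is measured via a tTA-driven luciferase reporter in Tango cells after 18 hr compound exposure at 37 degrees C. Concentrations span up to 46 microM.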
NTMT1 inhibitor = NTMT1 methyltransferase inhibition. NTMT1 MTase-Glo SAH luminescence, purified enzyme. Q9BV86. Potency, µM (titrated, usually from 114 µM), without a hit: top-dose activity change, negative = inhibition, most hits filed as inhibitors. actives 2.5% (n = 59,000);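 also: potency is read from the fitted curve at half-maximal effect; plate controls were DMSO vehicle for no effect and no enzyme for full effect; nearly all actives have a fitted effect of over 65% in size; many of its hits are not listed in these tables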
Numbers without * were called inactive; ? = inconclusive; [ ] = dose if it differs, or a comment. Calls follow the shape of the dose curve; as a rule, active = well fitted curve in the direction sought with a large enough effect; inconclusive = small, poorly fitted or top-dose-only effect, or another doubt; inactive = no such curve, though single readings can be large; an effect the other way counts as inactive or inconclusive.

| Compound | FH mod | GALK inhibitor | p53null 32C kill | p53null 39C kill | TSG101-PTAP inh | B2AR arrestin ag | NTMT1 inhibitor |
| --- | --- | --- | --- | --- | --- | --- | --- |
| Cc1oc(-c2cccc(Cl)c2)nc1Cn1c(SCc2ccccc2F)nc2ccncc21 | -24% | 7% | -12% | -15% | -1% | 0% | 10% |
| Cc1nn(CC(=O)NCCc2ccccc2)c(=O)c2c1sc1ccccc12 | 24% | -11% | 18% | 37%[activator] | 5% | -2% | -2% |
| CNC(=O)c1ccc(CSc2nc3ccncc3n2Cc2ccc(C)cc2)cc1 | 7% | ? | -2% | -25% | -1% | 5% | 0% |
| Cc1nc2c3ccccc3nc(NNC(=O)CCC(=O)N3CCN(c4ccccc4)CC3)n2n1 | 6% | -1% | 0% | -10% | -12% | -2% | 4% |
| COc1ccc(C(=O)Nc2nc3ccccc3n2CCOc2ccc(Cl)cc2)cc1 | ? | 0% | -23% | -5% | -5% | -2% | 14% |
| COc1ccc(NC(=O)Cn2ccn(-c3ccc(C)c(C)c3)c(=O)c2=O)cc1Cl | 3% | 0% | 24% | 0% | -3% | -1% | 21% |
| Cc1nc2c3ccccc3nc(NNC(=O)CCC(=O)N3CCN(c4cc(Cl)ccc4C)CC3)n2n1 | ? | -2% | 3% | 28% | -1% | 1% | 7% |
| CCCCC1CCC(CCCC(C)CCC(=O)O)CC1 (configuration not stated) | 1% | 8% | 0% | 18% | -8% | -1% | 45µM* |

Single values from above.
CCCCC1CCC(CCCC(C)CCC(=O)O)CC1 (configuration not stated) | p53null 39C kill: 18%
Cc1oc(-c2cccc(Cl)c2)nc1Cn1c(SCc2ccccc2F)nc2ccncc21 | GALK inhibitor: 7%
Cc1nc2c3ccccc3nc(NNC(=O)CCC(=O)N3CCN(c4ccccc4)CC3)n2n1 | p53null 32C kill: 0%

Filtered by structure, the entries above containing a halogen
| Compound | FH mod | GALK inhibitor | p53null 32C kill | p53null 39C kill | TSG101-PTAP inh | B2AR arrestin ag | NTMT1 inhibitor |
| --- | --- | --- | --- | --- | --- | --- | --- |
| Cc1oc(-c2cccc(Cl)c2)nc1Cn1c(SCc2ccccc2F)nc2ccncc21 | -24% | 7% | -12% | -15% | -1% | 0% | 10% |
| COc1ccc(C(=O)Nc2nc3ccccc3n2CCOc2ccc(Cl)cc2)cc1 | ? | 0% | -23% | -5% | -5% | -2% | 14% |
| COc1ccc(NC(=O)Cn2ccn(-c3ccc(C)c(C)c3)c(=O)c2=O)cc1Cl | 3% | 0% | 24% | 0% | -3% | -1% | 21% |
| Cc1nc2c3ccccc3nc(NNC(=O)CCC(=O)N3CCN(c4cc(Cl)ccc4C)CC3)n2n1 | ? | -2% | 3% | 28% | -1% | 1% | 7% |

Structural class: those above with an aryl thioether with sulfur outside any ring (2)
| Compound | FH mod | GALK inhibitor | p53null 32C kill | p53null 39C kill | TSG101-PTAP inh | B2AR arrestin ag | NTMT1 inhibitor |
| --- | --- | --- | --- | --- | --- | --- | --- |
| Cc1oc(-c2cccc(Cl)c2)nc1Cn1c(SCc2ccccc2F)nc2ccncc21 | -24% | 7% | -12% | -15% | -1% | 0% | 10% |
| CNC(=O)c1ccc(CSc2nc3ccncc3n2Cc2ccc(C)cc2)cc1 | 7% | ? | -2% | -25% | -1% | 5% | 0% |

This is a subset, so the mix of outcomes need not match the whole.
